High-throughput results deposited in PubChem BioAssay by National Center for Advancing Translational Sciences (NCATS).
uPA surface inh – cell surface uPA generation inhibition. cell surface uPA generation assay, qHTS. Potency, µM (doses to about 38.3 µM), for inactives: top-dose activity change, negative = inhibition, hits mostly inhibitors. 0.31% of 330,000 active; active = well fitted inhibition curve with a large enough effect; inconclusive = small, poorly fitted or top-dose-only effect; inactive = no such curve, though single readings can be large or run the other way; tested in mouse RAW 264.7 cells; also: potency is read from the fitted curve at half-maximal effect; % is scaled to controls: 0 for no effect and ±100 for the full control effect; nearly all actives have a fitted effect of over 55% in size
B2AR arrestin – recruits beta-arrestin to the human beta2-adrenergic receptor; P07550; beta-arrestin recruitment to beta2AR, cell-based reporter; Potency, µM (doses to about 46.1 µM), for the others: top-dose activation, most hits filed as activators; 0.02% of 330,000 active; AID 492947;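 also: potency is read from the fitted curve at half-maximal effect; 0% = DMSO controls and full agonism = EC100 isoproterenol or metaproterenol; nearly all actives have a fitted effect of over 65% in size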
Mito fusion yeast – inhibitors of mitochondrial division or activators of mitochondrial fusion; S. cerevisiae fusion-defective mutant growth rescue, CellTiterGlo 48 h; Potency, µM (titrated, usually from 46.1 µM), without a hit: at the top dose growth rescue (activation), actives largely listed as activators; 0.23% of 320,000 active; AID 485298;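 also: potency is read from the fitted curve at half-maximal effect; % of control where 0% means no effect; nearly all actives have a fitted effect of over 45% in size; temperature-sensitive fusion mutants such as fzo1-1 at 37 °C on non-fermentable ethanol glycerol medium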
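Temperature-sensitive fusion-defective S. cerevisiae (e.g. fzo1-1, mgm1-5) were grown with compound in YPEG medium (3% ethanol, 3% glycerol) for 48 hours at 37C. Growth rescue was measured as viability by CellTiterGlo luminescence after 10 minutes at ambient.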
TCR activator – T cell receptor activation; Potency, µM (highest dose often 9.22 µM), for inactives: at the top dose activation of IL-2 secretion, hits mostly activators; 330,000 tested, under 10 active; AID 504894; primary human leukocytes, anti-CD3, IL-2 HTRF, 48 h; also: % of control where 0% means no effect
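Compounds are tested in HTS on primary human leukocytes co-incubated with a-CD3 beads for 48 hr. IL-2 output is measured by time-resolved FRET.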
USP2a block – USP2a (human) protease inhibition; USP2 core, Ub-CHOP2 coupled fluorogenic reporter, 485/531; Potency, µM (top dose mostly 38.3 µM), inactives show top-dose activity change, negative = inhibition, hits mostly inhibitors; 0.01% of 330,000 active; AID 463254;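 also: potency is read from the fitted curve at half-maximal effect; plate controls were DMSO wells for no effect and full inhibition by NEM control for full effect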
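Cell-free coupled assay: 10nM USP2 core preincubated 30min RT with compound in Tris-HCl pH 8.0/CaCl2/CHAPS buffer, then 25nM Ub-CHOP2 and 25nM reporter substrate; fluorescence (Ex 485/Em 531) read after 60min RT, normalized to NEM inhibition, concentration-response curves fitted.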
Tb PFK inh – inhibitors of T. brucei phosphofructokinase. O15648. T. brucei PFK, ADP-Glo luminescence. Potency, µM (highest dose often 57.5 µM), without a hit: at the highest dose activity, negative = inhibition, usual class: inhibitors. 0.17% of 330,000 active. AID 485367;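 also: potency is read from the fitted curve at half-maximal effect; 0% = uninhibited 1x PFK enzyme wells and -100% = no-enzyme wells; nearly all actives have a fitted effect of over 60% in size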
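1.25 nM PFK with 0.5 mM F6P and 0.1 mM ATP in 0.1 M TEA pH 8.0, 5 mM MgCl2, incubated 45 min at room temperature; ADP measured by ADP-Glo luminescence; compounds titrated up to 57 uM.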
TSHR antag – human thyrotropin receptor antagonism; 0.2% of 330,000 active; TSHR-expressing cells, TSH-stimulated cAMP HTRF, 2 h; hits give low values; AID 504810; P16473; activity change, negative = inhibition, % at 11.5 µM;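 active = activity change below a set negative limit, meaning inhibition stronger than a set level, cut at about -70% in these data; inconclusive = activity change between two set negative limits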; also: % is scaled to controls: 0 for no effect and ±100 for the full control effect
Target sequence (P16473 whole entry, looked up): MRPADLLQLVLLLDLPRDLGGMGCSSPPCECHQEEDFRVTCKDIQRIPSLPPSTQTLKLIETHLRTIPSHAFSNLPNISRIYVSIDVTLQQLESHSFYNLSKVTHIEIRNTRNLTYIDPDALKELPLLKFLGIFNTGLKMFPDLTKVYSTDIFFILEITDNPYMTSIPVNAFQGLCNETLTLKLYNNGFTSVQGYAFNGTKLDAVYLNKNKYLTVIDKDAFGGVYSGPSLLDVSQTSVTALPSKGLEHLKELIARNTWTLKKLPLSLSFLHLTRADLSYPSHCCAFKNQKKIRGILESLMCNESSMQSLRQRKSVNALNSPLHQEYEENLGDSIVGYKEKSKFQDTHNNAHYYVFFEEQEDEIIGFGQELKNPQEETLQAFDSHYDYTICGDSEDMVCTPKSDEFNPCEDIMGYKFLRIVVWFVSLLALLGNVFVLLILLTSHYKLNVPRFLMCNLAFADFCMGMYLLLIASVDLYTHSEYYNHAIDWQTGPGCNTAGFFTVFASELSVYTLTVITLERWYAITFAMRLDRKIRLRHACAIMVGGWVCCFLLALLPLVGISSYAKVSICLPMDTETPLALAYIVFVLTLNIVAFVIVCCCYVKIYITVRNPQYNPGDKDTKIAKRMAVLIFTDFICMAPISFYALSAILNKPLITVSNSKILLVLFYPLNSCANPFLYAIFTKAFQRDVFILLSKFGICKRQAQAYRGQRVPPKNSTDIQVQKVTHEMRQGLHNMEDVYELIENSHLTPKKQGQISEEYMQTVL
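Read-out is FRET at 665 nm (cryptate excitation 337 nm) from a cryptate-tagged anti-cAMP antibody, competed by cell cAMP against cAMP-d2. Compounds are tested on freshly harvested TSHR cells challenged with 4nM TSH (EC80) for 2 hours at 37 deg C.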
Eya2 phos inh – inhibitors of human Eya2 phosphatase activity; O00167; recombinant Eya2, OMFP fluorescence dephosphorylation (OMFP is methylfluorescein phosphate); Potency, µM (series often up to 76.9 µM), for the others: top-dose activity, negative = inhibition, usual class: inhibitors; 0.006% of 330,000 active; AID 488837; also: potency is read from the fitted curve at half-maximal effect; % is scaled to controls: 0 for no effect and ±100 for the full control effect
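Eya2 (0.2 uM) preincubated 10 min at ambient with compound, then OMFP substrate added at 50 uM; 10 min reaction in 50 mM HEPES pH 7.5, 50 mM NaCl, 5 uM MgCl2, 0.05% BSA, 1 mM DTT. Fluorescence read at Ex 485/Em 525 nm.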
ELG1 repair inh – inhibitors of ELG1-dependent DNA repair in HEK293T cells; HEK293T ELG1-luciferase reporter, luminescence, 16 h; DNA damage induced by 5-fluorouridine; Potency, µM (highest dose often 46.1 µM), for inactives: at the highest dose activity change, negative = inhibition, actives largely listed as inhibitors; 2.3% of 330,000 active; also: potency is read from the fitted curve at half-maximal effect; % is scaled to controls: 0 for no effect and ±100 for the full control effect; nearly all actives have a fitted effect of over 55% in size
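HEK293T cells expressing luciferase-tagged ELG1 (2,000/well) received 5-Fluorouridine plus compound or DMSO for 16 hr at 37 °C. Luciferase was read by ONE-Glo luminescence after 30 min at room temperature.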
Chronic BCR inh – blocks chronic active B-cell receptor signaling. AID 493014. 0.05% of 340,000 active. ABC-DLBCL IkBa-CBG/CBR reporter, luminescence ratio, 4 h. Potency, µM (highest dose often 46.1 µM), for the others: top-dose ratio change, negative = lower green/red ratio, hits mostly inhibitors; active = well fitted inhibition curve with a large enough effect in the signal ratio, with a control signal flat, not every such curve was filed as active; inconclusive = small, poorly fitted or top-dose-only effect, or effect the other way, or a change in a side signal; the % refers to the signal ratio;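 also: potency is read from the fitted curve at half-maximal effect; plate controls were basal doxycycline-induced cells for no effect and cells given 10 µM MG132 for full effect; MG132 reads +100%, hits lower the ratio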
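Compounds up to 46 uM were incubated four hours with TMD8 cells whose green CBG68 luciferase is fused to IkappaBalpha; red CBR luminescence normalised the signal, and concentration-effect curves were fitted to fusion, red and ratio data.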
PTAP TSG101 blk – blocks PTAP/TSG101 interaction to inhibit HIV-1 budding | 340,000 tested, under 10 active | Potency, µM (doses to about 115 µM), for inactives: top-dose activity change, negative = inhibition, hits mostly inhibitors | Fluorescence polarization, FITC-PTAP peptide / Tsg101 binding; active = well fitted inhibition curve with a large enough effect in the main read-out, with a control signal flat, not every such curve was filed as active; inconclusive = small, poorly fitted or top-dose-only effect, or effect the other way, or a change in a side signal; inactive = no such curve, though single readings can be large or run the other way; also: potency is read from the fitted curve at half-maximal effect; % of control where 0% means no effect
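Compounds were pin-transferred onto Tsg101 binding domain (10 uM final) in HEPES pH 7.5 buffer, then FITC-PTAP peptide was added at 50 nM final. After 20 min at RT, polarization reported peptide displacement across a qHTS concentration series.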
* = called active by the depositor; ? = inconclusive; · = not tested or not shown; & = joins results of further samples; [ ] = dose if it differs, or a comment. Unless noted, calls follow the shape of the dose curve; as a rule, active = well fitted curve in the direction sought with a large enough effect; inconclusive = small, poorly fitted or top-dose-only effect, or another doubt; inactive = no such curve, though single readings can be large; an effect the other way counts as inactive or inconclusive. Not a hit list; 3% or so of the library scored in one or more.

SMILES	uPA surface inh	B2AR arrestin	Mito fusion yeast	TCR activator	USP2a block	Tb PFK inh	TSHR antag	Eya2 phos inh	ELG1 repair inh	Chronic BCR inh	PTAP TSG101 blk
C[C@]12CC(O)C3C(CCC4=CC(=O)CC[C@@]43C)C1CCC2c1csc(-c2ccccc2)n1 (some centres not stated)	14%	-0.7%	-1%	-2%	3%	1%	20	6%	?	4%	-5%
CC1CC(C)(C)CC(=O)C1C(=O)c1ccccc1 (configuration not stated)	6%	0.1%	0%	2%	1%	0%	-6	6%	15%	2%	-3%
COC(=O)c1ccc(OCC(O)CN2C(=O)c3ccccc3S2(=O)=O)cc1 (configuration not stated)	-6%	-0.2%	-2%	-15%	-3%	1%	-3	5%	-3%	?	-2%
COc1ccc(C2CC(c3ccc(Cl)cc3)=NN2C(=O)c2cccc([N+](=O)[O-])c2)cc1 (configuration not stated)	4%	0.2%	19%	-2%[46.1 µM]	2%	-1%	10	-9%	28%	2%	1%
CC(OC(=O)Cc1n[nH]c(=O)c2ccccc12)C(=O)Nc1ccc(F)cc1Cl (configuration not stated)	-5%	-0.1%	-7%	-2%	0%	1%	0	-15%	2%	0%	3%
O=C(COc1ccc(F)cc1Br)NCC1COc2ccccc2O1 (configuration not stated)	8%	-0.1%	·	2%	-3%	9%	-8	-3%	0%	-21%	3%
CC[C@@H]1C=C(C(=O)O)[C@H](c2ccc(F)cc2)N1S(=O)(=O)c1ccc(C)cc1	2%	-0.9%	·	-5%	0%	-6%	-8	-20%	10%	5%	-1%
Cc1cccc(NC(NC(=O)c2cccnc2)C(Cl)(Cl)Cl)c1 (configuration not stated)	-1%	-0.9%	5%	·	0%	-3%	4	-8%	3%	-2%	-3%
COc1ccc(N(CC(=O)Nc2ccccc2C(=O)NCc2ccco2)S(C)(=O)=O)cc1	·	-0.2%	-3%	0%	-1%	4%	18	22%	4%	-13%	-1%
COCCCNC(=O)C1c2ccccc2Oc2ccccc21	-14%	-1.1%	2%	·	0%	1%	1	-2%	-4%	?	-6%
CC1CCC(CN2C(Nc3ccccc3)=NC[C@@H]2Cc2ccccc2)CC1 (some centres not stated)	-20%	0.2%	·	-3%	-1%	3%	4	4%	-17%	?	-5%
CCOC(=O)C1CCCN(CCC(=O)Nc2ccc3c(c2)CCC3)C1 (configuration not stated)	-3%	0.0%	-4%	2%	3%	0%	0	1%	7%	3%	-2%
CCCCn1nnnc1SCC(=O)Nc1ccc2c(c1)OCO2	-1%	0.2%	-4%	14%	0%	-7%	-9	-16%	9%	-3%	-10%
CC1CCCCC1NC(=O)CCS(=O)(=O)c1cc2c(cc1Cl)NC(=O)CO2 (configuration not stated)	-1%	-0.3%	-2%	-28%	1%	2%	3	4%	3%	-1%	-4%
O=C(Nc1ccccc1N1CCCCC1)c1ncoc1-c1ccc(F)cc1	2%	-0.8%	7%	-9%	-2%	-3%	-31	5%	-8%	?	-1%
COc1ccc(NC(=O)CN(c2cccc(C(F)(F)F)c2)S(C)(=O)=O)cc1OC	4%	-0.2%	0%	-3%	3%	-1%	-6	-4%	-4%	0%	-2%
C/C(=N/NC(=O)c1ccoc1C)c1ccc(N2CCOCC2)cc1	-15%	-0.4%	5%	-3%[46.1 µM]	1%	1%	-7	-2%	?	?	-1%
CCOc1ccccc1NC(=O)CSc1nc2nc(-c3cccs3)cc(C(F)(F)F)c2c(=O)[nH]1	-10%	0.4%	-4%	-2%	3%	0%	-17	-6%	-17%	16%	1%
O=C(NNC(=O)C1CCCCC1)C(=O)NC1CCCCC1	-4%	0.2%	-1%	·	-1%	1%	5	-4%	-1%	4%	-1%
CCN(C(=O)CSc1nnc(SC(C)C)s1)C1CCS(=O)(=O)C1 (configuration not stated)	16%	0.0%	5%	17%	-1%	-7%	17	13%	4%	-2%	-1%
Cc1cccc(CN(CC(=O)N/N=C/c2ccco2)S(=O)(=O)c2ccc(Cl)cc2)c1	7%	-0.9%	6%	2%	-5%	?	3	-4%	-19%	9%	-1%
O=C(CN1C(=O)NC2(CCCC2)C1=O)OCc1cc(=O)n2cc(Br)ccc2n1	6%	-0.9%	-5%	11%	1%	0%	-6	11%	15%	?	-3%
C=CCN1C(=O)C(Cc2ccc(C)cc2)S/C1=N/N=C/c1ccco1 (configuration not stated)	3%	-0.1%	-5%	1%	2%	-4%	-40	2%	-2%	?	-5%
FC(F)Oc1ccc(NC(=S)NCC2COc3ccccc3O2)cc1 (configuration not stated)	-16%	0.2%	-4%	-6%[46.1 µM]	0%	-5%	-6	-3%	-6%	-3%	-2%
COc1ccccc1/C=N/Nc1nc(C)cc(C)n1	-2%	-0.2%	6%	-1%	4%	4%	-1	2%	4%	?	-2%
O=S(=O)(CCOc1ccccc1)N1CCOCC1	5%	-3.2%	-4%	-2%	-1%	-3%	-3	-2%	?	?	-9%
Cc1ccc(NC(=O)CN(C)C(=O)COC(=O)CCS(=O)(=O)c2ccc(C)cc2)cc1	15%	0.0%	0%	0%	2%	0%	7	-4%	16%	-4%	0%
O=C(Nc1ccc2snnc2c1)N1CCSCC1	-1%	0.5%	-3%	8%	1%	-11%	1	1%	13%	-1%	-3%
Oc1ccc(-c2[nH]ncc2-c2cccc3cccnc23)c(O)c1	-3%	0.2%	2%	·	3%	8%	-7	8%	?	-6%	-7%
CC(C)(C)N1CC(C(=O)O)CC1=O (configuration not stated)	1%	-0.2%	1%	-6%	0%	3%	-3	-16%	-13%	4%	-4%
O=C(Nc1nnc(C2CC2)s1)C1Cc2ccccc2CN1S(=O)(=O)c1cccs1 (configuration not stated)	5%	-0.1%	-3%	5%	-2%	-12%	1	-14%	-17%	-1%	-1%
CCOC(CNc1cc(C)nc2c(-c3ccccc3OC)c(C)nn12)OCC	7%	-0.8%	-4%	2%	7%	12%	-13	14%	-9%	-1%	-1%
COc1ccc(C(C)(C)C)cc1NC(=O)c1cccc(S(=O)(=O)N2CCN(C(C)=O)CC2)c1	0%	-0.4%	3%	-30%	3%	0%	-13	20%	-1%	1%	-5%
CC(C)CN(C(=O)COC(=O)CSc1ccc(Br)cc1)C1CCS(=O)(=O)C1 (configuration not stated)	0%	0.1%	-3%	0%	2%	11%	1	?	-5%	-4%	-3%
CCC1=C(c2ccc(C)cc2)S(=O)(=O)N=C1N1CCC(C(=O)NCCCN2CCCCC2)CC1	3%	-0.7%	-6%	0%	-1%	-3%	-5	-6%	8%	4%	-4%
O=C(NN1CCCCC1)c1cnn2c(C(F)F)cc(-c3ccccc3)nc12	-3%	0.0%	-2%	5%	3%	0%	-14	10%	-11%	0%	-2%
COC(=O)[C@H]1CN(C(=O)c2ccccc2)C(=O)N1	16%	0.0%	0%	-2%	0%	-5%	18	-7%	-1%	?	-1%
CC1=C(C(=O)OCc2ccc3c(c2)OCO3)C(c2ccc(O)c([N+](=O)[O-])c2)NC(=O)N1 (configuration not stated)	4%	-0.1%	5%	-3%	1%	-4%	3	-25%	9.2µM*	0%	0%
Cc1ccc(CNC(=O)CSc2nc(C)cs2)cc1	23%	0.1%	11%	15%	4%	2%	-4	0%	?	?	-11%
Cc1nnc(NC(=O)CSc2ccccc2N)s1	4%	-0.6%	-1%	-9%	-1%	0%	7	20%	?	4%	-2%
Oc1cc(-c2ccncc2)cc2cccnc12	?	6.3%&-0.9%	-22%	5%	0%&1%	0%&-3%	1&-2	-24%&0%	16µM*	?	-5%
COc1ccc(-c2nc(CN3CCN(C(=O)c4ccco4)CC3)c(C)o2)c(OC)c1C	-6%	-0.8%	-4%	1%	-5%	0%	0	-18%	12µM*	-15%	0%
S=c1[nH]nc(COc2ccccc2)n1-c1ccccc1	-1%	-0.3%	10%	-5%	3%	-1%	0	0%	-11%	-1%	-1%
COc1nc(-c2ccccc2)cc(-c2ccc(OC)c(OC)c2)n1	·	0.0%	8%	-3%	-6%	7%	-13	-22%	?	?	-6%
Cc1ccc(SCC(=O)O/N=C(\N)c2ccc([N+](=O)[O-])cc2)cc1	·	0.2%	-12%	9%	0%	0%	26	-3%	10%	16%	-10%
